FBW7 act = activators of human E3 ligase FBW7. Q969H0. AlphaScreen FBW7–phospho-cyclin E peptide binding, activator screen. normalized activity (activation), % at 26.1 µM. 0.13% of 650,000 active; in the data active = normalized activity above about 1.9%;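 also: purified mutant Fbw7 with reduced substrate affinity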
GPR151 activ = activators of human GPR151. Q8TDV0. PathHunter beta-arrestin GPR151 cells, luminescence. activation, % at 11.2 µM. 1% of 650,000 active; in the data active = activation above about 4.9%;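 also: 0% = median of compound wells and 100% = cells with positive control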
Target sequence (Q8TDV0 whole entry, looked up): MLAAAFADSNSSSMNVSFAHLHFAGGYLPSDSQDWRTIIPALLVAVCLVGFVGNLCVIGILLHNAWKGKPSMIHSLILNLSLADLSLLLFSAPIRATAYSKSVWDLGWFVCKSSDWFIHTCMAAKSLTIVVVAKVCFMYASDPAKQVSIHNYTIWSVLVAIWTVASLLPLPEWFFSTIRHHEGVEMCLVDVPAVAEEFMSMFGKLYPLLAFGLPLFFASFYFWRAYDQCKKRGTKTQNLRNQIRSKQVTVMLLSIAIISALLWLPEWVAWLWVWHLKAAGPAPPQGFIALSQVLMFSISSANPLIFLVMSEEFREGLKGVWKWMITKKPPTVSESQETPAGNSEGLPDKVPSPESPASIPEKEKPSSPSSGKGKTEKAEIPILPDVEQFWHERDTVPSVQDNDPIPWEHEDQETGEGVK
TEAD-YAP block = TEAD-YAP interaction inhibition | 1.4% of 640,000 active | HEK-TIYL cells, TEAD-Gal4/YAP UAS-luciferase luminescence | inhibition, % at 9.12 µM; in the data active = inhibition above about 32%;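 also: 0% = median of test compound wells and 100% = reference inhibitor wells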
MITF inh = human MITF inhibition, primary screen; 0.91% of 650,000 active; O75030; AID 1259374; inhibition, % at 2.6 µM; AlphaScreen MITF homodimerization, bead proximity signal; in the data active = inhibition above about 50%;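 also: 0% = vehicle wells with protein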
Target sequence (O75030 whole entry, looked up): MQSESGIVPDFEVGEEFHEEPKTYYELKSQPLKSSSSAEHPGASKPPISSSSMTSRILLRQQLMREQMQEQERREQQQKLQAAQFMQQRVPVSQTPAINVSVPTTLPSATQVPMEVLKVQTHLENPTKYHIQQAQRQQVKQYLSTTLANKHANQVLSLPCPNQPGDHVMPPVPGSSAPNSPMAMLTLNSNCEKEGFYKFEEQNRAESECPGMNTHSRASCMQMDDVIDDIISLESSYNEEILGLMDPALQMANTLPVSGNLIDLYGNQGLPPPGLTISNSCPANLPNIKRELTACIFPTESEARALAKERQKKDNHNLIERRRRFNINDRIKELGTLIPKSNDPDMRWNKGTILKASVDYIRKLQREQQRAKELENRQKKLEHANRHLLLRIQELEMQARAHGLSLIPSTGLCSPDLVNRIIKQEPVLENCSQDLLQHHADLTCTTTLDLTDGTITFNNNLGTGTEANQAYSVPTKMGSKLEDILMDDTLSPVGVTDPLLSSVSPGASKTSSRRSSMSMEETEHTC
The depositor's hits bear a star.

SMILES	FBW7 act	GPR151 activ	TEAD-YAP block	MITF inh
COc1ccccc1CNC(=O)c1cc(Sc2ccccc2Cl)nc2ccccc12	-0.1	-1.2	-11	-5
COc1ccc(CCNC(=O)c2noc3c2COc2ccc(C)cc2-3)cc1OC	0.5	-1.8	12	7
CCc1ccc(OCCNC(=O)c2ccc(C3SCC(=O)N3Cc3ccccc3)cc2)cc1 (stereo not drawn)	0.4	-0.7	2	9
CSCCC(NC(=O)c1ccccc1)C(=O)Nc1ccc(C)cc1 (stereo not drawn)	-0.2	0.4	-14	7
CCOc1ccc(C(O)(CCN2CCCCC2)c2ccc(C)cc2)cc1 (stereo not drawn)	-0.4	-0.4	-5	-16
CCC(CC)NCc1cc(Br)ccc1OC	-0.2	-0.1	4	20
COc1cc(Br)c(C2C(C(=O)OC3CCCCC3)=C(C)NC3=C2C(=O)CC(C)(C)C3)cc1OC (stereo not drawn)	0.3	0.5	0	-6
COc1ccc(CN2CCN(C(=O)c3ccc(F)cc3)CC2)cc1	-0.2	-0.4	12	43
COc1ccc(O)c(-c2cc(C(F)(F)F)nc(-c3ccccc3)n2)c1	0.0	3.4	2	-28
Cc1sc2ncnc(N/N=C3/CCCC(C)C3)c2c1C (stereo not drawn)	0.3	0.1	-18	22
COc1ccc(C2=C/C(=C\c3cccc(OC(C)=O)c3)C(=O)O2)cc1	-0.2	1.3	-10	6
CCCCC(=O)Nc1cccc(NC(=O)COc2ccc(OC)cc2)c1	0.0	-0.9	-12	-2
COc1ccccc1Nc1c(C)c(C)nc2ncnn12	-0.1	-0.6	-3	-16
CCC(=O)OCCN1C(=O)c2cccc3c(N4CCCCC4)ccc(c23)C1=O	0.4	3.6	-6	-5
O=C(Nc1cc(Cl)cc(Cl)c1)c1cc(S(=O)(=O)N2CCN(c3ccccc3F)CC2)ccc1F	-0.1	-0.7	1	6
C=CCOc1ccc(CN(C)S(=O)(=O)c2cccc(C#N)c2)cc1	0.3	1.9	4	-4
O=C(CN1CCN(Cc2nc3ccccc3[nH]2)CC1)N1CCCc2ccccc21	-0.4	-1.5	9	91*
Nc1nc(SCC(=O)Nc2ccccc2Sc2ccccc2)n[nH]1	0.7	-2.0	0	19
CCOc1ccc(N2CC(NC(=O)N3CCN(CCO)CC3)CC2=O)cc1 (stereo not drawn)	-0.1	1.6	-13	3
CCOC(=O)C1=C(CSc2nc(CC)c(C)cc2C#N)OC(N)=C(C#N)C1c1ccccc1 (stereo not drawn)	0.2	0.0	-5	-2
COc1ccc(NC(=O)C2CC(=O)N(CCc3ccc(OC)c(OC)c3)C(=Nc3ccc(Cl)cc3)S2)cc1 (stereo not drawn)	0.1	-1.3	-4	9
Cc1nc2nc(-c3ccccc3)[nH]n2c(=O)c1C	0.9	-2.4	11	11
CCCCCOC(=O)CSc1nc(N)c2c3c(sc2n1)CCCC3	-0.1	-1.1	-5	1
Cn1c(SCc2ccccc2)nc2c1c(=O)[nH]c(=O)n2C	-0.1	1.4	-2	8
COc1ccc(NC(=O)c2sc(C)nc2C)cc1	-0.1	-2.5	-26	12
N#CCN1CCC/C1=C(/C#N)C(=O)c1ccccc1	0.1	-1.0	-1	13
N#C/C(=C\c1ccc(F)cc1)C(=O)Nc1ccc([N+](=O)[O-])cc1Cl	0.0	-0.2	1	0
O=C(CSCc1ccccc1)Nc1nnc(COc2ccc(Cl)cc2)s1	0.2	0.8	-1	8
O=C(O)Cn1ncc2c3ccccc3n(Cc3ccccc3F)c2c1=O	0.0	0.2	12	42
CCOc1ccc(CNc2c(-c3ccc(Cl)cc3)c(=O)c2=O)cc1OC	0.4	0.8	12	7
COc1ccc(C2/C(=C(/O)c3ccc(Cl)cc3)C(=O)C(=O)N2CC(C)C)cc1 (stereo not drawn)	0.0	-0.8	6	4
COc1ccc(C(=O)NCCc2nnc3n2CCN(Cc2ccc4c(c2)CCO4)CC3)cc1	-0.1	-0.5	0	12
O=C1CC(N2CCN(S(=O)(=O)c3ccccc3)CC2)C(=O)N1CCc1ccccc1 (stereo not drawn)	0.1	-0.8	-3	11
O=C(/C(=C1\Nc2ccc([N+](=O)[O-])cc2N1)[N+](=O)[O-])N1CCCCC1	0.2	2.0	14	6
O=C(CSc1nnc(-c2ccco2)n1Cc1ccco1)NC1CCCC1	0.0	0.5	-7	3
O=C(O)CCC(=O)Nc1ccc(NC(=O)CCC(=O)O)c(Cl)c1	-0.1	0.6	3	-15
N#C/C(=C(/O)COC(=O)Cc1ccc(Br)cc1)c1nc2ccccc2[nH]1	-0.1	1.5	2	10
CCOC(=O)C1=C(C)N=c2s/c(=C\c3cc([N+](=O)[O-])ccc3N3CCOCC3)c(=O)n2C1c1ccc(F)cc1 (stereo not drawn)	0.1	0.5	3	-6
C/C(=N/NC(=O)c1cc(C(C)C)[nH]n1)c1ccc(Cl)cc1	0.1	0.7	-15	8
CCOn1c(=O)c(C)[n+]([O-])c2ccccc21	0.0	0.1	17	-3
COc1ccc(CNC(=O)c2ccc3c(=O)n(Cc4ccc5c(c4)OCO5)c(=S)[nH]c3c2)cc1	0.1	-0.4	-2	4
COc1ccc(C2NC(C(=O)O)Cc3c2[nH]c2ccccc32)cc1O (stereo not drawn)	-0.1	0.3	7	15
Cc1ccc(N2C(=S)OC3CS(=O)(=O)CC32)cc1 (stereo not drawn)	0.1	0.5	0	4
NC(=O)C(=O)NCc1ccc2c(c1)OCO2	0.1	-0.2	3	10
CCOC(=O)N1CCN(C(=O)CSc2nnc(Cc3cccn3C)n2-c2cccc(C)c2C)CC1	-0.1	0.7	2	-7
Nc1c(C(=O)c2ccc(Cl)cc2)sc2nc(-c3cccs3)cc(C(F)(F)F)c12	-0.1	-1.5	13	9
CC(C)Oc1ccc(/C=C(/NC(=O)c2ccc(Br)o2)C(N)=O)cc1	0.8	-1.1	5	3
Cn1c(C(=O)N2CCCC2)cc2c(=O)n3ccccc3nc21	0.0	-1.9	-40	-6
Cc1cc(C)cc(N2C(=O)/C(=C/c3ccc4c(c3)OCO4)N=C2c2ccc(Br)cc2)c1	0.0	0.2	11	4
CC(NC(=O)C(=O)NCc1ccccn1)C(c1cccs1)N1CCOCC1 (stereo not drawn)	-0.4	0.2	-4	10
O=C(COc1ccc(Cl)cc1Cl)N/N=C/c1ccccc1[N+](=O)[O-]	0.0	-0.2	-1	15
Cc1ccc(-c2nc3cc(NC(=O)c4cc5ccccc5o4)ccc3o2)cc1Cl	0.0	-1.3	4	5
O=C(NCC1CCC2(CCN(C(=O)c3ccc(F)cc3)CC2)O1)c1ccc(F)cc1Cl (stereo not drawn)	-0.1	0.0	-9	-16
CC(C)N1CCC(N2CCN(Cc3cnn(-c4ccccc4)c3)CC2CCO)CC1 (stereo not drawn)	-0.1	0.7	2	2
COC(=O)COc1ccc(NC(=O)COc2ccccc2C)cc1	0.1	0.7	0	10
NC(NC(=O)c1ccccc1)=C([N+](=O)[O-])[N+](=O)[O-]	0.2	-0.7	-20	-7
COC(=O)C1=C(C)N(Cc2ccccc2)C(=O)/C1=C\c1cccc([N+](=O)[O-])c1	0.3	1.0	1	16
Cc1ccccc1OCC(O)CN(CCO)CCO (stereo not drawn)	0.0	1.2	-5	1
Cc1cccc(NC(=O)CN(C)S(=O)(=O)c2ccc3c(c2)CC(C)N3C(=O)C2CC2)c1 (stereo not drawn)	-0.2	4.6	24	4
COc1ccc(-c2cc(NCCO)nc(N)n2)cn1	0.1	4.4	-6	4

More records follow.
SMILES	FBW7 act	GPR151 activ	TEAD-YAP block	MITF inh
CCOc1cc(CNCc2cc(NC(=O)c3ccccn3)cc(C(=O)N(C)C)c2)ccc1O	0.0	1.0	2	-13
CCOC(=O)C1CCCN(C2CCC(=O)N(Cc3ccc(C)cc3)CC2)C1 (stereo not drawn)	-0.1	3.7	12	-1
CC1CC(=O)N(CC(=O)NCC2CCCO2)c2ccccc2S1(=O)=O (stereo not drawn)	0.2	-0.2	1	5
CCCn1c(CCC(=O)NCCc2ccc(SC)cc2)nc2cccnc21	0.0	-0.8	-7	12
CCOc1cccc(C=NCCc2cccs2)c1O	0.1	-0.1	-3	6
CC1(C(=O)O)CCC(C(=O)NNC(=O)C2CC23CCC3)C1(C)C (stereo not drawn)	-0.2	0.0	-3	4
COC(=O)CSc1nc(N)c(NC(=O)c2ccc(OC)c(OC)c2)c(=O)[nH]1	0.2	-0.3	2	-1
COc1ccccc1C1C(C(=O)Nc2ccc(C)cn2)=C(C)NC2=C1C(=O)CC(C)(C)C2 (stereo not drawn)	0.1	0.0	-1	-20
CCOC(=O)c1ccc(NC(=O)CSc2nnc(Cc3ccccc3)n2CC)cc1	0.2	-0.3	5	14
CCN1CCN(CCCNC(=O)CCCOc2cc(=O)n(C)c3ccccc23)CC1	-0.1	0.0	-7	-12
CC(CC(=O)Nc1ccc(F)cc1F)c1ccccc1 (stereo not drawn)	0.1	2.3	0	4
C#C[C@]1(O)CC[C@H]2[C@@H]3[C@H](C)CC4=C(CCC(=O)C4)[C@H]3CCC21C (stereo partly drawn)	0.7	-1.0	2	16
CCc1cc(C(=O)COc2ccccc2[N+](=O)[O-])c(O)cc1O	0.2	-0.5	7	6
CC(NC(=O)C(C)N1CCCCC1)c1ccccc1 (stereo not drawn)	0.5	-1.2	-13	10
CC(C)N(CCNc1ncnc2nc(Nc3ccc(-n4ccnc4)cc3)[nH]c12)C(C)C	-0.3	2.3	9	13
CCOc1ccc(-c2nnc(SCC(=O)Nc3cccc(Cl)c3C)nc2-c2ccc(OCC)c(OC)c2)cc1OC	0.3	-1.2	15	11
CCn1c(C(=O)O)c(CC(=O)N2CCN(c3ccccn3)CC2)c2ccccc21	0.1	-0.8	7	1
COc1ccc(N2CCN(C(=O)Cc3c(C(=O)O)[nH]c4ccc(Cl)cc34)CC2)cc1	0.0	-0.2	-7	-7
CCc1nc2ccccc2n1CC(=O)Nc1ccc(F)c(F)c1	0.0	-0.3	9	-8
CCOc1ccc(/C=N/NC(=O)c2cc(Br)ccc2OC)cc1O	0.0	4.4	1	12
Cc1ccc(-c2nc3cnccn3c2Nc2ccc3c(c2)OCCO3)cc1	-0.1	0.1	0	-6
COc1ccc(NC(=O)C(Cc2ccccc2)NS(=O)(=O)c2cccs2)c(OC)c1 (stereo not drawn)	0.1	-0.3	6	6
CC(=O)N1CCc2cc(Br)cc(S(=O)(=O)Nc3ccc(Br)cc3F)c21	-0.1	-0.7	-15	-4
CC(C(=O)N1CCc2ccccc21)N1CCNC(=O)C1 (stereo not drawn)	-0.1	-0.8	0	-4
CN1C(=O)NC(c2cccc(Cl)c2)C2=C1CCCC2=O (stereo not drawn)	0.0	0.9	9	16
C=CCNc1nc(Cl)nc(NC(C)CCc2ccccc2)n1 (stereo not drawn)	-0.3	3.2	3	-4
CCN(CC)C(=O)CSc1nnc(COc2ccccc2OC)n1C	0.0	0.4	3	-18
CCCCNCCCOc1cccc(OCC)c1	0.0	0.5	7	24
CCOC(=O)N1CCN(C(=O)c2nn(-c3cc(OC)cc(OC)c3)c(=O)c3ccccc23)CC1	-0.1	0.5	-8	4
CCOc1ccccc1/C=N\NC(=O)c1cc(C(C)(C)C)[nH]n1	0.3	-1.7	-3	12
Cc1ccc(-c2csc(NC(=O)c3ccc(S(=O)(=O)N4CC(C)CC(C)C4)cc3)n2)cc1 (stereo not drawn)	-0.2	3.3	-8	-4
Cc1[nH]c(=O)n(C)c(=O)c1CCC(=O)Nc1ccccc1	0.1	-0.3	4	14
CCOC(=O)Cn1c(=O)c2c(nc3n(-c4cccc(Cl)c4C)c(C)c(C)n23)n(C)c1=O	0.1	1.7	-9	14
COC1(C(=O)NN)COc2ccccc2O1 (stereo not drawn)	0.7	-1.8	2	13
